Screens: PubChem BioAssay, several laboratories
BioA inh – M. tuberculosis BioA enzyme inhibitors, primary screen, biochemical, plate reader, single point, HTS; purified M. tuberculosis BioA enzyme; inhibition, % at 9.99 µM; 7,8-diaminopelargonic acid synthase BioA (Mycobacterium tuberculosis); 360,000 tested, 0.096% active; in the data active means inhibition above about 40%
MazF activator – activators of E. coli MazEF toxin-antitoxin RNase, primary screen, biochemical, fluorescence, uHTS; AID 504720, 2011; FAM/BHQ RNA-DNA oligo cleavage fluorescence, 5 h; 350,000 tested, 0.32% active; activation, % at 20 µM; in the data active means activation above about 50%
Target sequence (P0AE70 whole entry, looked up): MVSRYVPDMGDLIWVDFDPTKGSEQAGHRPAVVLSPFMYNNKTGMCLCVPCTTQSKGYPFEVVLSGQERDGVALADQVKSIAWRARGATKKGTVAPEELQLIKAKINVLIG
3CLpro inhibitor – SARS-CoV 3CLpro protease inhibitors, primary screen, biochemical, quenched FRET | inhibition, % at 6 µM | AID 1706, 2009 | recombinant SARS-CoV 3CLpro, quenched FRET peptide cleavage | 290,000 tested, 0.14% active; in the data active means inhibition above about 12%
GDH-TPI inh – GDH-TPI coupling enzyme inhibitors, primary screen, artefact control for M. tuberculosis FBA inhibitor project, biochemical, absorbance, full deck. 360,000 tested, 1.2% active. GDH-TPI coupled enzyme counterscreen, NADH absorbance. inhibition, % at 4.8 µM; in the data active means inhibition above about 30%;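 further: 0% = DMSO wells and 100% = wells lacking the enzyme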
PriA SSB inh – inhibitors of Klebsiella pneumoniae PriA binding to SSB C-terminal tail, primary screen, biochemical, AlphaScreen. PriA–SSB C-terminal tail interaction (Klebsiella pneumoniae). inhibition, % at 33 µM. 430,000 tested, 0.6% active. AlphaScreen SSBct-PriA binding, biotinylated peptide; in the data active means inhibition mostly above about 37%, no sharp cut-off; inactive means mostly below about 20%;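 further: plate controls were negative control peptide for no effect and reference peptide for full effect; strong numbers were not always called active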
VHR inh abs – VHR1 phosphatase inhibitors, primary screen, biochemical, absorbance, uHTS; Dual specificity protein phosphatase 3 (Homo sapiens), P51452; recombinant VHR phosphatase, pNPP absorbance; inhibition, % at 13.3 µM; 290,000 tested, 0.52% active; AID 1654, 2009; in the data active means inhibition above about 50%; further: some compounds called inactive have numbers as strong as hits
Mtb FBA inh – Mtb FBA enzyme inhibitors, primary screen, biochemical, fluorescence, strain H37Rv | 360,000 tested, 2.3% active | Fructose-bisphosphate aldolase (Mycobacterium tuberculosis (strain ATCC 25618 / H37Rv)), … | purified M. tuberculosis FBA, fluorescence read-out | inhibition, % at 1 µM; in the data active means inhibition above about 27%;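 further: 0% = vehicle and 100% = reference inhibitor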
Target sequence (P9WQA3 whole entry, looked up): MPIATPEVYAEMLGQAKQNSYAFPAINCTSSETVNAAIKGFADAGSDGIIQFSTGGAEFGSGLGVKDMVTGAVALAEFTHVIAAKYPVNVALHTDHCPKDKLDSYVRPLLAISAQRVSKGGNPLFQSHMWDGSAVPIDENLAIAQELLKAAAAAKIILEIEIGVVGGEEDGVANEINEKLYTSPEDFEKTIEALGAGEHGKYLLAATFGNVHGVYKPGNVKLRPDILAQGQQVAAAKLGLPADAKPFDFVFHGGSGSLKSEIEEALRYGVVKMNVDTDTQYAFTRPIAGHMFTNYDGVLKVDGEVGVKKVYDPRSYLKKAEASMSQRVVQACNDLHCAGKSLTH
Rv3671c protease – Rv3671c serine protease inhibitors, primary screen, biochemical, fluorescence polarization, M. tuberculosis H37Rv. P9WHR9. inhibition, % at 5.96 µM. 320,000 tested, 0.048% active. AID 2606, 2010; in the data active means inhibition above about 38%;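 further: extracellular domain of Rv3671c used as enzyme; 0% = enzyme with DMSO and 100% = no enzyme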
Mtb UGM inh – M. tuberculosis UGM enzyme inhibitors, primary screen, biochemical, fluorescence polarization, single point | purified UGM, fluorescence polarization probe displacement | 320,000 tested, 0.06% active | inhibition, % at 10 µM; in the data active means inhibition above about 10%, passing the limit was not always enough
Target sequence (P9WIQ1 whole entry, looked up): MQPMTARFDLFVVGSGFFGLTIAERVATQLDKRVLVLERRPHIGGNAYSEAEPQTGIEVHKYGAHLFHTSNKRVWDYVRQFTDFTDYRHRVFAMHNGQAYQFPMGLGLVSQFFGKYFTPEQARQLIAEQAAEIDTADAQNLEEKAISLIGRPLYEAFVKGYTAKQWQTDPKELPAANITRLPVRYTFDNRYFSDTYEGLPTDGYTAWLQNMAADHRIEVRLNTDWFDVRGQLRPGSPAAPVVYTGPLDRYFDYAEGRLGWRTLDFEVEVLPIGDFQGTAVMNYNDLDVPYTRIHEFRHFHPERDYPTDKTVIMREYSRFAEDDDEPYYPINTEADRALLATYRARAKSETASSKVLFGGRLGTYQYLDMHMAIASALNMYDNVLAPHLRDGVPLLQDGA
Vc quorum ag – inducers of Vibrio cholerae quorum light production without autoinducers, primary screen, BH1578 luxS cqsA deficient, single point; activation, % at 18.7 µM; 350,000 tested, 0.16% active; AID 588436, 2011; V. cholerae BH1578 lux reporter, luminescence, 6 h; in the data active means activation mostly above about 9.7%, no sharp cut-off; further: not every result past the cut was called active; inactives centre near 0; reference of the scale not given here
* hit, by the source's call; i = inactive; / = no result given; & = joins results of further samples. An excerpt; count on the stated rates, not on these rows.

SMILES | BioA inh | MazF activator | 3CLpro inhibitor | GDH-TPI inh | PriA SSB inh | VHR inh abs | Mtb FBA inh | Rv3671c protease | Mtb UGM inh | Vc quorum ag
COC(=O)C(Cc1ccccc1)NC(=O)CNC(=O)c1sc2ccccc2c1Cl (centres undefined) | -3.9 | 1 | 1 | 8 | -11 | 14 | 4 | -3 | -0.3 | 0.6
CC(C)NC(=O)CSCc1ccccc1Cl | -1.4 | 2 | -4 | 10 | -8 | 9 | -3 | 5 | -0.4 | -0.5
CN(C)c1ccc(C(O)P(=O)(OC2CCCCC2)OC2CCCCC2)cc1 (centres undefined) | -0.8 | 8 | 5 | 2 | 3 | 12 | 0 | -4 | -0.2 | -0.2
CCCCCCn1c(=O)n2n(c1=O)C[C@]1(OC(=O)NCc3ccccc3F)CN(S(=O)(=O)c3ccc(C)cc3)C[C@]1(O)C2 | 0.0 | -2 | / | -9 | / | / | -2 | / | / | -0.6
Nc1ccccc1/C=N\N=C/c1ccccc1N | / | 10 | / | 19 | / | / | -1 | -1 | 4.5 | -0.6
Cc1nc(-c2ccccc2)c(Cc2ccccc2O)c(=O)[nH]1 | / | 8 | -1 | -7 | -6 | 4 | -1 | -7 | -3.6 | i
CSc1ccc(CN2CCN(C(=O)c3ccc([N+](=O)[O-])cc3)CC2)cc1 | / | -9 | 3 | 5 | 11 | 14 | 2 | 9 | -0.2 | -0.5
CC1CCN(c2cc(N3CCN(C(=O)c4ccc(F)c(F)c4)CC3)c([N+](=O)[O-])cc2F)CC1 | / | 3 | 0 | 6 | 19 | 1 | -1 | -5 | 1.1 | -2.6
CCCCn1c(N)c(Sc2ccc(C)cc2)c(=O)[nH]c1=O | 2.2 | 4 | 2 | 5 | -15 | 19 | 0 | 2 | 2.1 | -0.8
O=C(Nc1ccc2oc(-c3cccnc3)nc2c1)c1ccc(Br)o1 | -8.9 | -10 | 1 | 17 | -6 | 19 | 14 | -6 | -3.4 | i
COc1cc(NC(=O)c2cccnc2Sc2ccc(C)c(C)c2)cc(OC)c1OC | 2.0 | -6 | -6 | 7 | 3 | 0 | 0 | -8 | 0.2 | 1.6
CCC1C/C(=C/c2ccco2)C(=O)/C(=C/c2ccco2)C1 (centres undefined) | / | / | 6 | / | / | 13 | / | -5 | 0.1 | /
O=C(CSc1ccc(-c2ccccn2)nn1)Nc1ccc(F)c(F)c1 | 0.1 | 8 | 0 | 7 | 2 | 23 | 1 | 7 | 3.0 | -0.1
O=c1[nH]cc(S(=O)(=O)N2CCN(c3ccccc3F)CC2)c(=O)[nH]1 | -1.5 | 0 | / | 5 | / | / | 1 | / | / | -0.3
NC(Cc1ccc2nonc2c1)C(=O)O (centres undefined) | -0.1 | 0 | 1 | 7 | -5 | 14 | 2 | -4 | 1.3 | 2.6
COC(=O)C1=C(c2ccc(OC)c(OC)c2)C[C@@H]2CC[C@H]1N2C(=O)NC1CC1 | -2.2 | 4 | / | -1 | -4 | / | 4 | -10 | 3.4 | -0.3
COc1ccc(C(C)C)cc1S(=O)(=O)N1CCN(c2ccccc2)CC1 | / | 2 | -1 | -3 | 1 | 16 | 1 | 4 | 1.5 | -1.5
CN(C(=O)CCc1nnc(Cc2ccc(-c3ccccc3)cc2)o1)C1CCOCC1 | 0.8 | 5 | -3 | 2 | -9 | 23 | 2 | -6 | -0.3 | i
CC(C)CC(=O)N1CCC(O)(CS(=O)(=O)c2ccc(Cl)c(Cl)c2)CC1 | -0.4 | 8 | -3 | 2 | 1 | 13 | 3 | 4 | -1.7 | -0.2
Cc1cccc(OCc2ccc(C(=O)Nc3cc(C)on3)o2)c1 | -0.6 | 0 | 0 | 0 | 1&-19 | 8 | -2 | 10 | 1.1 | i
CCN(CCCNC(=O)c1[nH]c(C)c(C(C)=O)c1C)c1ccccc1 | 9.2 | 1 | -4 | 8 | 4 | 1 | 4 | -7 | 3.5 | -0.6
CCCCNC(=O)Cn1nc(-c2ccc(C)cc2)ccc1=O | 0.4 | 2 | -2 | 2 | -6 | -6 | 5 | / | -2.6 | i
O=C(O)/C(=C\c1ccc(Cl)c([N+](=O)[O-])c1)c1ccc(S(=O)(=O)N2CCCC2)s1 | 2.0 | -10 | / | 13 | -3 | / | -2 | 0 | 2.3 | -3.1
O=C(Cn1c2[n+](c3ccc(C(F)(F)F)cc31)CCCCC2)Nc1c(F)cccc1F | / | -12 | 3 | -6 | 1 | 26 | 4 | 4 | -0.3 | 1.7
O=C(Nc1nnc(S(=O)(=O)N2CCCC2)s1)c1ccccc1F | -1.4 | 2 | -6 | 11 | -5 | 13 | 0 | -1 | 0.8 | -0.1
The list continues.
SMILES | BioA inh | MazF activator | 3CLpro inhibitor | GDH-TPI inh | PriA SSB inh | VHR inh abs | Mtb FBA inh | Rv3671c protease | Mtb UGM inh | Vc quorum ag
CCOC(=O)C1CCN(Cc2ccccc2C)CC1 | -2.4 | 5 | -3 | 2 | -11 | 2 | 1 | 0 | -0.9 | i
Fc1ccc(Cn2ccc(-c3cnc(-c4ccccc4)s3)n2)cc1 | / | -10 | 1 | 12 | -23 | 20 | 142* | -8 | -1.1 | -2.2
Cc1ccc(CN2CCN(Cc3c(C)nn(C(C)C)c3C)CC2CCO)o1 (centres undefined) | / | 14 | -1 | 9 | -16 | 3 | 3 | -6 | -0.8 | i
O=C(OCc1ccccc1)N1CCC2CC1c1cc(N3CCN(S(=O)(=O)c4cc(Cl)cc(Cl)c4)CC3)ccc12 (centres undefined) | -1.2 | -8 | / | -2 | / | / | 1 | / | / | -0.7
Cc1ccnc(NC2CCCCC2)c1 | / | 1 | 4 | 1 | -8 | 16 | 9 | -8 | -2.0 | -1.1
CCN1CCN(c2c(S(=O)(=O)c3ccc(C)c(C)c3)cnc3ccc(F)cc23)CC1 | 0.5 | 3 | -4 | 12 | 3 | -2 | 2 | -1 | -0.2 | -0.2
Cc1nc2ccccn2c1C(=O)N/N=C/c1ccccc1[N+](=O)[O-] | -0.7 | -4 | 3 | 30 | / | 42 | 3 | 2 | 0.5 | -12
Cc1cc(C(=O)NCC(=O)Nc2ccc(F)c(F)c2)c(C)o1 | 0.0 | 15 | / | 2 | -13 | / | -1 | 1 | -2.6 | i
C[C@@H]1CN([C@H](C)CO)C(=O)CCCn2nncc2CO[C@H]1CN(C)C(=O)C1CC1 | -1.3&-0.9 | 2 | / | 8 | / | / | -1 | / | / | 0.3
O=C(NCCNC(=O)c1ccccc1O)c1ccccc1O | -2.1 | 0 | 4 | 7 | -11 | 8 | 6 | -3 | -0.3 | -0.6
COc1ccc(-c2oc3cc(O)c(OC)c(O)c3c(=O)c2OC)cc1O | / | -1 | / | 22 | 6 | / | -3 | / | / | i
Cc1cc(=O)[nH]c(S)c1C#N | / | / | 8 | / | / | -3 | / | -4 | 4.3 | /
COc1ccc(-n2nc(C(=O)N(C)C3CCCCC3)c3ccccc3c2=O)c(OC)c1 | -0.8 | 6 | 0 | 12 | 1 | 43 | 2 | 3 | 2.3 | -0.2
C=CCNC(=O)c1cc(=O)c2ccccc2o1 | / | 3 | 1 | 12 | -6 | 15 | 0 | 10 | -2.0 | i
COc1ccc(/C=C2/SC(=O)N(CCC(=O)Nc3ccccc3)C2=O)cc1OC | -0.9 | -15 | -2 | -2 | 5 | -5 | 1 | -9 | -4.6 | -0.1
COc1ccc(S(N)(=O)=O)cc1C(=O)NCCCN1CCN(c2cccc(Cl)c2)CC1 | 3.1 | 3 | 3 | 0 | -2 | 20 | 2 | 2 | -0.7 | i
CC(C)c1nnc(NC(=O)c2sc3ccccc3c2Cl)s1 | / | -3 | -5 | 17 | -2 | 35 | -3 | -3 | 0.9 | i
CCCC1CCC(=NNC(=S)NCCc2ccccc2)CC1 (centres undefined) | / | -5 | -1 | 4 | 10 | 6 | 3 | 5 | -1.6 | -0.3
CCOC(=O)C1CCN(C(=O)c2ccc(OC)cc2OC)CC1 | -0.1 | 2 | -3 | -4 | -6 | -1 | -2 | -1 | -1.6 | i
COc1ccc(OC)c(NC(=O)COC(=O)C2CCN(C(=O)c3ccc(Cl)cc3)CC2)c1 | / | 0 | 0 | -3 | 10 | 16 | -5 | 14 | -1.2 | -0.6
Cc1ccc2nc(NCc3ccccc3)c(C=NCc3ccccc3)c(=O)n2c1 | -1.9 | -12 | -2 | 18 | 1 | -8 | 9 | 0 | 2.2 | -0.8
O=C(COC(=O)CNC(=O)c1ccccc1)NCCCc1ccccc1 | -1.5 | 9 | / | 4 | -14 | / | 3 | 6 | 0.7 | 1.0
CCOc1ccccc1NC(=O)CSc1nnc(C2CC2)n1CC | -1.8 | -2 | 5 | 4 | 1 | 40 | 1 | 13 | 1.0 | 0.6
O=C1OC(c2ccc([N+](=O)[O-])cc2)=N/C1=C/N1CC2CC(C1)c1cccc(=O)n1C2 (centres undefined) | / | -15 | -1 | 21 | -12 | 21 | 0 | -2 | -0.6 | i
CCOc1cccc(-c2cc(=O)[nH][nH]2)c1 | 13 | 2 | 2 | -7 | -10 | 8 | 0 | -103 | 1.9 | -0.2
COc1ccc2[nH]c(=S)[nH]c2c1 | -0.6 | 5 | 1 | -3 | -5 | 8 | 3 | -7 | 5.3 | -1.0

Five compounds picked at random from the list so far:
SMILES | BioA inh | MazF activator | 3CLpro inhibitor | GDH-TPI inh | PriA SSB inh | VHR inh abs | Mtb FBA inh | Rv3671c protease | Mtb UGM inh | Vc quorum ag
O=C(NCCNC(=O)c1ccccc1O)c1ccccc1O | -2.1 | 0 | 4 | 7 | -11 | 8 | 6 | -3 | -0.3 | -0.6
O=C(Nc1ccc2oc(-c3cccnc3)nc2c1)c1ccc(Br)o1 | -8.9 | -10 | 1 | 17 | -6 | 19 | 14 | -6 | -3.4 | i
COc1ccc(OC)c(NC(=O)COC(=O)C2CCN(C(=O)c3ccc(Cl)cc3)CC2)c1 | / | 0 | 0 | -3 | 10 | 16 | -5 | 14 | -1.2 | -0.6
CCN(CCCNC(=O)c1[nH]c(C)c(C(C)=O)c1C)c1ccccc1 | 9.2 | 1 | -4 | 8 | 4 | 1 | 4 | -7 | 3.5 | -0.6
CC(C)c1nnc(NC(=O)c2sc3ccccc3c2Cl)s1 | / | -3 | -5 | 17 | -2 | 35 | -3 | -3 | 0.9 | i

Whole records as entered above. Screens in order: BioA inh	MazF activator	3CLpro inhibitor	GDH-TPI inh	PriA SSB inh	VHR inh abs	Mtb FBA inh	Rv3671c protease	Mtb UGM inh	Vc quorum ag
Cc1cc(=O)[nH]c(S)c1C#N is listed as /	/	8	/	/	-3	/	-4	4.3	/
CCOc1cccc(-c2cc(=O)[nH][nH]2)c1 is listed as 13	2	2	-7	-10	8	0	-103	1.9	-0.2
COc1ccc2[nH]c(=S)[nH]c2c1 is listed as -0.6	5	1	-3	-5	8	3	-7	5.3	-1.0
CCOC(=O)C1CCN(Cc2ccccc2C)CC1 is listed as -2.4	5	-3	2	-11	2	1	0	-0.9	i
